Screens (PubChem)
PAFAH1B3 inh: PAFAH1B3 (human) inhibition. actives 0.28% (n = 340,000). Q15102. recombinant PAFAH1B3, FP-rhodamine probe, fluorescence polarization. inhibition, % at 3.39 µM;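 active means inhibition above the screen-wide average of all tested compounds plus 3 SD, cut at about 25% in these data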;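 further: 0% = enzyme with DMSO only and 100% = wells lacking PAFAH1B3 protein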
pPAFAH inh: inhibitors of human plasma PAF acetylhydrolase (pPAFAH); recombinant pPAFAH, FP-rhodamine probe fluorescence polarization; inhibition, % at 3.39 µM; actives 1.5% (n = 330,000); AID 463082;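 active means inhibition above the mean inhibition across the screen plus 3 SD, cut at about 25% in these data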;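 further: inhibitors block binding of the rhodamine activity-based probe so polarization drops; 0% = enzyme with DMSO and 100% = wells lacking pPAFAH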
PAFAH2 FP inh: PAFAH2 (human) inhibition; inhibition, % at 3.39 µM; actives 0.99% (n = 340,000); Q99487; recombinant PAFAH2, FP-rhodamine activity probe, fluorescence polarization; AID 492956;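 active means inhibition above the mean over all tested compounds plus 3 SD, cut at about 30% in these data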;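 further: inhibitors block probe labeling of enzyme so polarization drops; 0% = enzyme with DMSO and 100% = wells lacking PAFAH2 protein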
Fam108B inh: Fam108B inhibition, counter-screen for RBBP9 inhibitors. inhibition, % at 9.51 µM. recombinant Fam108B, FP-Rh probe fluorescence polarization. actives 0.33% (n = 300,000). AID 1947;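 active means inhibition above the screen mean inhibition plus 3 SD, computed separately per campaign, cut at about 18% in these data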;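 further: inhibitors lower polarization as less probe binds the enzyme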
PAD4 inh: PAD4 (human) enzyme inhibition; actives 0.41% (n = 330,000); recombinant PAD4, RCA probe fluorescence polarization; inhibition, % at 6.36 µM; Q9UM07;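 active means percent inhibition above a cutoff equal to the mean of all tested compounds plus 3 SD, cut at about 15% in these data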;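 further: 0% = PAD4 with RCA probe and DMSO and 100% = probe without PAD4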
Target sequence (Q9UM07 whole entry, looked up): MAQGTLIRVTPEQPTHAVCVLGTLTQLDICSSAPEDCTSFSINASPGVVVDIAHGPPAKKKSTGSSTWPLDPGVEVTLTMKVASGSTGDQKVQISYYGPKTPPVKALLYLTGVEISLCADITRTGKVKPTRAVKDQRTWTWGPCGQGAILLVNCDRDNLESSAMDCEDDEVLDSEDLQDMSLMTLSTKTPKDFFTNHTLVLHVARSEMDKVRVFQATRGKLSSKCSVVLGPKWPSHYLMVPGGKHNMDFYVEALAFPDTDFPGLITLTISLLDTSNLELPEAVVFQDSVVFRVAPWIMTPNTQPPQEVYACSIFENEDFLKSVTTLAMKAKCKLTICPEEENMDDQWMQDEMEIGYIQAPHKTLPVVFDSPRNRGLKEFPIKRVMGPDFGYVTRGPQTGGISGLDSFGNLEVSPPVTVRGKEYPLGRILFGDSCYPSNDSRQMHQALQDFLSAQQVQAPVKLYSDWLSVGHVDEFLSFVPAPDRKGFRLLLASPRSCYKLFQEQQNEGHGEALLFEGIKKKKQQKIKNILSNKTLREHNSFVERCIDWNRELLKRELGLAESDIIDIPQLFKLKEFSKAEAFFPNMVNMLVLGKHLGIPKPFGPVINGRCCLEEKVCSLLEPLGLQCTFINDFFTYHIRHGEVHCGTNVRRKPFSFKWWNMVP
PAFAH1B2 FP inh: blocks human PAF acetylhydrolase 1b catalytic subunit 2 | P68402 | recombinant PAFAH1B2, FP-rhodamine activity probe, fluorescence polarization | inhibition, % at 3.39 µM | actives 1.2% (n = 340,000) | AID 492953;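 active means inhibition above the mean of all tested compounds plus 3 SD, cut at about 24% in these data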;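 further: 0% = enzyme with DMSO and 100% = wells lacking PAFAH1B2; many of its hits are not listed in these tables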
LYPLA1 counter: counter-screen for PME1 inhibitors: inhibitors of human LYPLA1; O75608; recombinant LYPLA1, FP-Rh probe fluorescence polarization; inhibition, % at 5.9 µM; AID 2174; actives 0.16% (n = 320,000);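 active means inhibition above the mean of all tested compounds plus 3 SD, set per campaign, cut at about 14% in these data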;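 further: inhibitors block serine hydrolase probe labeling of LYPLA1 so polarization falls; 0% = enzyme with DMSO and 100% = wells lacking LYPLA1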
GSTO1 counter: counter-screen for RBBP9 inhibitors: inhibitors of human GSTO1 | P78417 | recombinant GSTO1, activity-based probe fluorescence polarization | actives 1.1% (n = 300,000) | inhibition, % at 5.96 µM;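 active means inhibition above the campaign mean inhibition plus 3 SD, cut at about 35% in these data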;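 further: 0% = GSTO1-1 with DMSO and 100% = wells lacking GSTO1-1 enzyme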
PME-1 inh: blocks human protein phosphatase methylesterase 1; recombinant PME-1, FP-Rh probe fluorescence polarization; actives 0.53% (n = 320,000); inhibition, % at 5.9 µM;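 active means inhibition above the campaign mean of all compounds plus 3 SD, cut at about 26% in these data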;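 further: competitive labeling of PME-1 active site by serine hydrolase directed probe; 0% = PME-1 with DMSO and 100% = wells lacking PME-1 enzyme; inhibitors block probe labeling so polarization falls and inhibition rises; many of its hits are not listed in these tables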
Target sequence (Q9Y570 whole entry, looked up): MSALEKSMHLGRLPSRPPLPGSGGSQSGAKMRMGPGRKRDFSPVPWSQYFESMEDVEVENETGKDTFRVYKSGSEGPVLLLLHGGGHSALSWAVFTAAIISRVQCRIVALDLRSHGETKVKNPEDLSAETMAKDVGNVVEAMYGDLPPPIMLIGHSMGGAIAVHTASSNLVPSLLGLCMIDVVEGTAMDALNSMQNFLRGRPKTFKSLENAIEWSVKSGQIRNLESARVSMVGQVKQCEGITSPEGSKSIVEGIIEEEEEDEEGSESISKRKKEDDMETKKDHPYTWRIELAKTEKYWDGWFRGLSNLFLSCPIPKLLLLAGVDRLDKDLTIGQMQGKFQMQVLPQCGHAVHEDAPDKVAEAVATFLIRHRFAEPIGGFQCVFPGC
An asterisk follows results filed as active; / = no result given.

SMILES	PAFAH1B3 inh	pPAFAH inh	PAFAH2 FP inh	Fam108B inh	PAD4 inh	PAFAH1B2 FP inh	LYPLA1 counter	GSTO1 counter	PME-1 inh
CC(=O)Nc1ccc(S(=O)(=O)N[C@@H](C)C(=O)OCc2ccc(Cl)cc2)cc1	6	10	-5	2	2	12	-2	4	3
CC(C)CC(c1nnnn1CC1CCCO1)N1CCN(Cc2ccc3c(c2)OCO3)CC1 (centres undefined)	-8	-9	-6	2	4	2	0	12	-6
C=CCN(CC=C)C(=O)c1cccc(S(=O)(=O)N2c3ccccc3CC2C)c1 (centres undefined)	-2	-1	4	1	-1	4	0	-1	5
CC(C)(C)OC(=O)NCc1nc(N)n[nH]1	4	0	5	4	4	1	-2	1	6
CCCCNC(=O)C1CCCN(S(=O)(=O)c2ccc(S(=O)(=O)NCC(C)C)cc2)C1 (centres undefined)	5	10	-4	2	4	5	0	3	-5
CS(=O)(=O)N(CC(=O)N1CCCC1)Cc1ccc(Cl)cc1	3	4	8	2	-3	4	-4	1	3
CCOC(=O)[C@@H]1[C@H]2COc3ccccc3[C@@H]2N2C(=O)N(c3ccc(F)cc3)C(=O)[C@]12C	0	0	5	2	-4	7	0	-1	-2
CC(=O)Nc1ccc(C(=O)NNC(=O)CCc2ccccc2)cc1	7	6	2	-2	4	-1	-3	-10	-5
Oc1cccc(-n2nnnc2SCc2ccccc2F)c1	6	12	0	2	3	8	-5	2	11
CCc1ccc(C(C)NC(=O)/C=C/c2ccc(Br)cc2)cc1 (centres undefined)	0	6	-10	1	0	4	0	2	2
O=C(CCC(=O)N1CCN(c2ccc(O)cc2)CC1)c1ccc(Br)cc1	/	19	/	0	-4	/	-1	11	0
COc1ccc(NC(=O)CSc2nc(C)cs2)cc1	7	7	8	-1	2	7	-2	4	0
CCc1ccccc1NC(=O)c1ccoc1C	4	2	-9	-4	-3	-4	-2	2	3
Cc1ccc(-c2csc(NC(=O)CSc3nc(C)cc(=O)[nH]3)n2)cc1	/	7	/	-1	12	/	-3	-6	-4
Cc1cc(/C=C2/SC(=S)N(c3cccc(C(F)(F)F)c3)C2=O)c(C)n1-c1cccnc1	-6	44*	24	2	-1	0	-7	4	-1
COc1cc(C)ccc1OCCCOc1ccccc1Br	-1	5	5	3	0	1	-4	2	-6
Cc1cc(C)c(NC(=O)COC(=O)C2CCC(=O)N2)c(C)c1 (centres undefined)	-1	3	-3	-2	-2	6	-1	-8	-2
CC(=O)Nc1ccc(OCC(O)CN2C(C)(C)CC(O)CC2(C)C)cc1 (centres undefined)	-1	4	-1	-1	1	0	-5	5	3
O=C(Cc1ccc(-n2c(=O)c3ccccc3n(CC(=O)Nc3ccc(F)cc3F)c2=O)cc1)NCc1ccco1	5	3	-2	-6	-5	6	0	-14	6
COc1cccc(OCC(=O)N2CCC3(CC2)CC(=O)c2ccccc2O3)c1	-1	1	6	2	-2	4	-2	0	-3
O=[N+]([O-])c1ccc(S(=O)(=O)NCC(c2ccco2)N2CCc3ccccc3C2)cc1 (centres undefined)	-3	2	-9	-1	-2	5	1	29	15
CC(C)[C@H](NC(=O)C1CCN(S(=O)(=O)c2ccccc2)CC1)C(=O)NCc1ccccn1	2	5	-8	0	0	4	3	4	1
COc1ccc(CNC(=O)C(C)n2nc(C)c3c(C)n(-c4ccccc4)nc3c2=O)c(OC)c1 (centres undefined)	13	4	8	4	1	5	4	6	-3
COc1ccccc1NC(=O)CSc1nc(SC)ns1	-6	6	-9	-3	-2	2	-1	10	2
CC(C)NS(=O)(=O)c1ccc(NC(=S)NC(=O)c2ccc(-c3ccccc3)cc2)cc1	-22	-15	-27	-29	1	-7	-26	-12	-36
Cc1ccc(NC(=O)CNC(=O)Cn2cnc3sc(C)c(C)c3c2=O)cc1F	3	13	-2	0	3	5	-3	2	-4
CCOCN(C(=O)Cn1c(C(C)O)nc2ccccc21)c1c(C)cccc1CC (centres undefined)	3	-1	-7	0	-1	5	-4	7	-1
CCc1cccc(CC)c1NC(=S)NCc1ccc2c(c1)OCO2	4	2	-5	2	-5	0	6	0	4
COc1ccc(NC(=O)CCc2c(C)nn(-c3ccc(N4CCOCC4)nn3)c2C)cc1	9	3	3	-2	5	-4	-3	0	-6
CCc1cccc(NC(=O)CCS(=O)(=O)c2ccc(Br)cc2)c1	-4	8	3	2	0	9	1	4	-1

3 compounds from above, limited to PAD4 inh:
SMILES,PAD4 inh
CC(C)NS(=O)(=O)c1ccc(NC(=S)NC(=O)c2ccc(-c3ccccc3)cc2)cc1,1
CC(C)[C@H](NC(=O)C1CCN(S(=O)(=O)c2ccccc2)CC1)C(=O)NCc1ccccn1,0
O=C(Cc1ccc(-n2c(=O)c3ccccc3n(CC(=O)Nc3ccc(F)cc3F)c2=O)cc1)NCc1ccco1,-5

Next records.
SMILES	PAFAH1B3 inh	pPAFAH inh	PAFAH2 FP inh	Fam108B inh	PAD4 inh	PAFAH1B2 FP inh	LYPLA1 counter	GSTO1 counter	PME-1 inh
Cc1ccccc1-n1c(SCc2c(C)noc2C)nnc1-c1cccnc1	7	5	8	-3	3	2	-2	6	-2
CC(OC(=O)c1ccccc1NCc1ccco1)C(=O)Nc1ncc(Cl)cc1Cl (centres undefined)	7	11	7	-2	-6	3	-3	6	2
COc1ccc(-n2c(=O)c(NC(=O)c3ccccc3)c3n(c2=S)CCCCC3)cc1	13	-3	-7	-3	4	2	4	2	1
Cc1cccc(N2CCN(CC(O)COc3ccccc3Cl)CC2)c1 (centres undefined)	-3	1	3	0	-1	6	0	7	-8
COc1ccc(-c2cc(C(F)(F)F)nc(SCC(=O)NCc3cnn(C)c3C)n2)cc1OC	2	0	-3	-2	-1	0	2	-14	2
Cc1cccc([C@@H]2[C@@H]3C(=O)N(Cc4ccccc4)C(=O)[C@@H]3[C@]3(C)C(=O)N(c4ccc(C(F)(F)F)cc4)C(=O)N23)c1	-6	1	7	1	3	24	-6	2	-2
CCC1CCCCN1C(=S)NCc1ccccc1 (centres undefined)	12	9	0	-2	-2	2	2	3	3
O=C(COC(=O)CNC(=O)c1cccc(OC(F)F)c1)NCc1ccc2c(c1)OCO2	0	3	-4	/	6	1	/	/	/
O=S(=O)(c1ccc(Cl)cc1)N1CCCN(c2nc3ccc(Cl)cc3s2)CC1	10	-2	4	0	0	9	-2	5	-5
O=C(NCCc1ccccc1)C1CCN(Cc2cccc3ccccc23)CC1	8	-8	-1	-4	-5	3	6	4	1
O=C(N1CCOCC1)N1CCC(n2nnc3ccccc32)CC1	10	2	5	3	2	-4	2	-2	-2
Cc1cccc(OCc2nnc(SCC(=O)Nc3ccc(C)c(Cl)c3)o2)c1	6	3	-6	1	-1	7	-5	6	2
CC(C)(C)NC(=O)c1nc2nc(-c3ccccc3)cc(C(F)(F)F)n2n1	12	0	-2	1	0	3	-2	1	0
COc1ccccc1NC(=O)CS(=O)(=O)c1cn(CC(=O)N2CCCC2)c2ccccc12	5	-1	-7	0	-3	1	-3	4	0
CCS(=O)(=O)Nc1ccc(Cc2ccc(NS(=O)(=O)CC)cc2)cc1	5	10	3	-4	-3	-1	-5	-5	-3
CN1CCN(C(=O)CCC(=O)NCc2ccc(F)cc2)CC1	3	-6	0	5	1	5	0	-5	1
S=C(NCc1ccc(Cl)cc1)NN1CCOCC1	7	2	-3	5	-3	11	-2	7	6
COc1ccc(-c2cc3nc(-c4ccccc4)cc(N4CCC5(CC4)OCCO5)n3n2)cc1	-4	1	-8	-8	-3	-4	-12	-7	-8
COc1ccc2sc(N(CCCN(C)C)C(=O)c3ccc(S(=O)(=O)N(C)C4CCCCC4)cc3)nc2c1	1	1	8	-4	-2	3	0	-1	3
Cc1ccc2oc(C(=O)N3CCC(N4CCSCC4)CC3)c(C)c2c1	3	1	-1	-2	-2	3	4	-1	1
C/C(=C\C(=O)O)C(=O)Nc1nccs1	8	0	1	0	-3	0	2	6	-2
Cc1cccc(C(=O)NCc2nnc(SCC(=O)NC(C)c3ccccc3)n2C)c1 (centres undefined)	1	5	7	0	1	-5	-4	-1	-3
CCc1c(C)nc2ncnn2c1N1CCCC(C(=O)NCc2ccco2)C1 (centres undefined)	-7	57*	1	4	0	-1	3	-4	4
CCOc1ccc(CN2CCN(Cc3ccsc3)C(CCO)C2)cc1CO (centres undefined)	9	2	3	4	-2	3	2	-5	-1
CCOC(=O)c1c(C)[nH]c(C)c1C(=O)COC(=O)c1c(OC)cccc1OC	9	-1	-18	2	-2	1	-5	3	-2
CC1(C)NC(=O)N(CC(=O)N2CCN(c3ccc([N+](=O)[O-])cc3)CC2)C1=O	-3	1	9	/	1	7	0	/	0
COC(=O)CN(c1cc(C(F)(F)F)ccc1Cl)S(C)(=O)=O	3	5	-4	1	2	-2	0	2	-2
O=C(NCc1ccccc1)N1CCOCC1	4	6	-2	3	1	6	5	-4	-3
COc1ccc(NC(=O)c2ccccc2CC[N+](=O)[O-])cc1	0	2	-1	-5	0	1	-6	-7	-3
Cc1ccccc1NC(=O)c1ocnc1C	-5	0	1	-3	-2	1	3	5	0
CC(=O)Nc1ccc(Cl)c(-c2nc3ncccc3o2)c1	-2	0	-5	-3	4	-6	-4	-7	1
CN(C)S(=O)(=O)c1ccc(C(=O)NCc2nnc(SCC(=O)Nc3ccc(F)cc3)n2-c2ccc(F)cc2)cc1	1	2	-4	3	2	0	0	3	0
Cc1cc(C)n(-c2ccc(NC(=O)C3CCN(Cc4cnc(C)s4)CC3)cc2)n1	7	-1	-2	3	-4	-1	-2	-2	0
CC(=O)c1sc(N/N=C/c2cccc(O)c2)nc1C	6	7	4	4	2	2	-2	0	1
Nc1nonc1C(=O)NCCNc1ncccc1[N+](=O)[O-]	3	2	-5	-2	-2	-3	2	3	-4
COc1ccc2c(c1)CC/C(=C\C=C\c1ccccc1)C2=O	5	8	2	-6	0	2	-3	4	5
Oc1ccc(CN2CCCc3ccccc32)c2cccnc12	5	14	4	6	-1	0	2	-9	-3
N#C/C(=C\c1cccs1)c1nc2ccccc2[nH]1	2	14	2	0	-13	3	-11	-26	0
CN(C)S(=O)(=O)c1cccc(NC(=O)c2ccncc2)c1	-3	-1	-9	-4	1	2	2	3	-6
CCC(=O)Nc1ccc(NC(=O)CN2CCCC(C)C2)c(Cl)c1 (centres undefined)	5	-2	3	-2	-2	4	3	2	-1
CC(C)c1nc(CNC(=O)C2CCC(=O)N(CCc3ccc(Cl)cc3)C2)no1 (centres undefined)	9	4	3	-6	-1	4	-2	10	-5
COc1ccccc1NC(=O)CSc1nnc(CCC(=O)Nc2ccccc2F)n1C	11	3	-10	0	2	2	-2	1	1
COc1ccccc1CNC(=O)c1ccc(SC)cc1OC	6	-2	4	-1	-2	0	-1	8	-1
O=C(N[C@H]1C/C=C\C[C@@H](CC(=O)N(CCO)Cc2ccccc2)C(=O)N2CCC[C@H]2COC1=O)OCC1c2ccccc2-c2ccccc21	9	-7	6	/	-2	1	/	/	/
O=C(Cn1cnc2c(nnn2-c2ccc(F)cc2)c1=O)N1CCCC1	-6	-4	2	-4	1	3	-1	2	-5
O=C(NC1CCCCC1)C(c1ccccc1F)N(Cc1ccco1)C(=O)c1ccccn1 (centres undefined)	12	1	2	2	-4	6	1	38*	-4

Not all compounds are listed; rates above refer to the full screens.
